Screens as filed in PubChem.
SIAH1 antagonists: blockers of Siah-1 interaction with plectin peptide – biochemical, fluorescence polarization, rhodamine-plectin, uHTS, primary screen (AID 1817); 0.02% of 290,000 active; Siah-1 / rhodamine-plectin peptide fluorescence polarization; higher % means a stronger effect; one-dose displacement, % at 20 µM; IC50 in µM for titrated hits;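 active = displacement of at least 50% at 20 µM, with a fluorescence ratio check between 0.3 and a set limit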;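 also: plate controls were Siah plus tracer with DMSO for no effect and tracer alone without Siah for full effect; strong numbers were not always called active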
NS5 inhibitors: Dengue-2 NS5 methyltransferase inhibitors, primary screen, biochemical, confirmation dose response (AID 588689); Dengue-2 NS5 methyltransferase capping enzyme assay, biochemical; higher % means a stronger effect; 0.3% of 340,000 active; inhibition, % at 25 µM, or IC50 in µM where a hit was titrated; in the data active = a potency from the dose series; inconclusive = inhibition above about 29% without an active follow-up result
GPR55 beta-arrestin: GPR55 agonists via beta-arrestin recruitment, primary screen, imaging, U2OS cells, beta-arrestin-GFP redistribution (AID 1961) | U2OS GPR55 beta-arrestin-GFP redistribution imaging; higher % means a stronger effect | one-dose activation, % at 10 µM; EC50 in µM for titrated hits | 0.048% of 290,000 active;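 active = activation above 40% with more than 50 cells counted in the well; inconclusive = wells holding fewer than 50 cells, flagged as toxic or sparse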;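 also: U2OS osteosarcoma cells stably expressing GPR55 and beta-arrestin-GFP; plate controls were DMSO negative control for no effect and LPI positive control for full effect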
HIV fusion peptide: cell-free HIV fusion peptide-binding blockers – biochemical, uHTS, fluorescence dequenching, primary screen (AID 1986); one-dose inhibition, % at 20 µM; IC50 in µM for titrated hits; cell-free peptide binding, fluorescence dequenching, 30 min; higher % means a stronger effect; 0.3% of 290,000 active; in the data active = inhibition mostly above about 52%, no sharp cut-off; inactive = mostly below about 76%; also: some results filed as inactive read as strong as hits
NTR1 ag: NTR1-driven beta-arrestin-GFP spot formation – imaging, U2OS cells, high content, primary screen (AID 493036); P30989; agonist mode; activation, % at 20 µM; 0.17% of 330,000 active;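 active = activation at or above 40% of the spot to cytoplasm intensity ratio, with at least 20 cells analyzed; inconclusive = wells under 20 cells, flagged as cytotoxic or low count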;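 also: 0% = DMSO without peptide and 100% = 100 nM NTR1 peptide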
Target sequence (P30989 whole entry, looked up): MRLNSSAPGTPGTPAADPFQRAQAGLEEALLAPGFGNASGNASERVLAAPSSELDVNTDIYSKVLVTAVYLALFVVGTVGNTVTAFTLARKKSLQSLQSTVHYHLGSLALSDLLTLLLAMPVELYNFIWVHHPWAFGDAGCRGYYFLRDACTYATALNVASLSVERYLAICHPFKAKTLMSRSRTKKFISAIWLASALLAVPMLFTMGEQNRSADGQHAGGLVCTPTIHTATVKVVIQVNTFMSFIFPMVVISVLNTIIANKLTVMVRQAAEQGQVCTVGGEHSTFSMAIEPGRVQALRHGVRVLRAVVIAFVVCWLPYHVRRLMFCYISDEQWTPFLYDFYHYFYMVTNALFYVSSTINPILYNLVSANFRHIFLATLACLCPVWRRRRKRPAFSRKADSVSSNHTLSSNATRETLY
AID2073: inhibitors of Mint1-CaV2.2 protein interaction, biochemical, HTRF (AID 2073); inhibition, % at 20 µM, or IC50 in µM where a hit was titrated; 0.19% of 290,000 active; HTRF protein-protein interaction, Mint1-CaV2.2; higher % means a stronger effect; in the data active = inhibition mostly above about 51%, no sharp cut-off; inconclusive = no clear call, values can overlap the other calls; inactive = mostly below about 53%; also: some results filed as inactive read as strong as hits
GPR35 antagonists: inhibition of zaprinast-stimulated GPR35 beta-arrestin translocation – imaging, U2OS, beta-arrestin-GFP, zaprinast agonist, primary screen (AID 2058); 0.052% of 290,000 active; inhibition, % at 10 µM; hits with a dose series show IC50 in µM; U2OS GPR35 beta-arrestin-GFP translocation imaging, zaprinast antagonism; higher % means a stronger effect;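 active = inhibition of at least 50% with at least 30 cells and total cytoplasm GFP at most 10,000,000; inconclusive = under 30 cells or total GFP of 10,000,000 plus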
GPR55 antagonists: inhibition of LPI-stimulated GPR55 beta-arrestin translocation – imaging, U2OS, beta-arrestin-GFP, LPI agonist, primary screen (AID 2013); U2OS GPR55 beta-arrestin-GFP translocation imaging, LPI antagonism; higher % means a stronger effect; one-dose inhibition, % at 10 µM; IC50 in µM for titrated hits; 0.13% of 290,000 active;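 active = spots per cell inhibited over 60%, with over 100 cells counted and total cytoplasm intensity under 500,000; inconclusive = wells with under 100 cells, flagged as likely toxic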;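 also: U2OS cells stably carrying GPR55 and arrestin-GFP stimulated by 5 µM LPI near EC80; imaged beta-arrestin-GFP aggregate spots per cell after agonist stimulation; plate controls were LPI-stimulated DMSO wells for no effect and DMSO wells without LPI for full effect; some results filed as inactive read as strong as hits; confirmed hits need IC50 under 10 µM and bright autofluorescent wells are also inconclusive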
UTI89 phage lysis: protection from phage-mediated lysis, alamar blue read-out – E. coli UTI89, K1F phage, bacterial capsule biogenesis inhibitors (AID 488966); one-dose inhibition, % at 100 µM; IC50 in µM for titrated hits; E. coli UTI89 K1F phage lysis, alamar blue, 2 h; higher % means a stronger effect; 0.02% of 340,000 active;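 active = phage lysis inhibition, versus mean bacterial control, above a set limit; inconclusive = no clear call, values can overlap the other calls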;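 also: capsule biogenesis inhibitors block K1F phage lysis so surviving cells raise fluorescence; higher fluorescence means more inhibition of phage lysis; actives were called in the ten point dose series up to 300 µM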
NTR1 ag cell count 20 µM: second read-out of NTR1 ag, no call of its own (marks repeat the call); cell count; measured here: cell count, cytotoxicity flag
NS5 inhibitors pilot replicate: further read-out of NS5 inhibitors, marked with its call; inhibition, %; measured here: pilot screen replicate inhibition
The depositor's hits bear a star; u = inconclusive; x = no result given; [ ] = remark or other dose.

SMILES | SIAH1 antagonists | NS5 inhibitors | GPR55 beta-arrestin | HIV fusion peptide | NTR1 ag | NTR1 ag cell count 20 µM | AID2073 | GPR35 antagonists | GPR55 antagonists | UTI89 phage lysis | others
CCOC(=O)C1=c2/c(=C/c3ccccc3OC)c(N)c(C#N)n2C(=O)C(c2ccccc2OC)S1 (configuration not stated) | 5% | x | -0.2% | 2.5% | -0.3 | 58 | 13% | -2% | 4% | x
CC(=O)N/N=C(\C)c1cccc(NC(=O)c2cccs2)c1 | 0% | -7% | -0.2% | 1.6% | 0.7 | 49 | 3% | -22% | 12% | 2.9%[50 µM]
CCSc1nnc(NC(=O)Cc2ccccc2OC)s1 | 0% | 2% | -0.1% | -0.4% | 1.7 | 54 | 0% | -1% | -2% | 0.0%
O=C(COc1ccc(F)cc1)N1CCCc2ccccc21 | -2% | -5% | -0.2% | 1.5% | -1.1 | 78 | 19% | -4% | 8% | 0.1%
O=C(CC1C(=O)NCCN1Cc1ccccc1)NCCC1=CCCCC1 (configuration not stated) | 0% | 0% | -0.1% | 3.9% | 0.2 | 48 | 6% | 11% | 4% | 0.3%
CCN(CC)c1cc(C)c2cc(NC(=O)c3ccc(Br)o3)ccc2n1 | 4% | -15% | -0.1% | 5.5% | 2.8 | 89 | 8% | 1% | 11% | 0.6%
N#Cc1ccccc1OCC(=O)N1CCN(C(=O)c2ccco2)CC1 | 11% | -7% | 0.2% | 0.3% | -0.6 | 49 | -1% | -9% | 7% | 0.2%
O=S(=O)(/N=C/c1ccccc1O)c1cccs1 | 4% | -5% | -0.2% | -3.0% | 0.1 | 43 | -4% | 3% | 3% | 0.1%
CCOC(=O)c1c[nH]c2c(C(F)(F)F)cccc2c1=O | 4% | -1% | -0.3% | -1.6% | -0.3 | 60 | 6% | 13% | 5% | -1.2%
Cc1ccc(C(=O)COC(=O)c2ccccc2NC(=O)c2ccccc2)cc1[N+](=O)[O-] | -3% | 1% | 0.0% | -1.0% | 2.0 | 58 | 1% | 1% | 6% | 5.4%
CCC(=O)N1CCN(c2ccc(NC(=S)NC(=O)C(C)C)cc2)CC1 | 4% | -10% | 1.4% | 0.1% | 1.2 | 40 | -13% | -19% | -2% | 0.5%
CSc1ncccc1C(=O)Nc1nccs1 | 0% | -14% | 0.1% | 0.9% | 5.0 | 46 | 1% | -8% | 1% | 0.1%
c1ccc(-c2nn3c(-c4ccccc4)nnc3s2)cc1 | -1% | 3% | -0.2% | 3.0% | -0.1 | 103 | 2% | 8% | 14% | 0.1%
Cc1ccccc1NC(=O)C1CCN(C2=NS(=O)(=O)c3ccccc32)CC1 | -1% | -1% | 0.1% | -0.6% | -0.5 | 73 | -2% | -4% | -1% | -0.2%
Cc1nn(C)c(C)c1S(=O)(=O)N1CCc2ccccc21 | 0% | -1% | 1.0% | 15% | 0.0 | 53 | 8% | 4% | -2% | 0.2%
COC(CN(C)C(=O)c1ccc(CS(=O)(=O)c2ccccc2C)o1)OC | 4% | 0% | -0.1% | 1.2% | -1.1 | 73 | -1% | -2% | -2% | 0.2%
Cc1csc(NC(=O)CCc2c(C)nc3cc(-c4cccc(F)c4)nn3c2C)n1 | 7% | 1% | -0.2% | 3.1% | 18 | 37 | 10% | -4% | 10% | -0.5%
C=CC[n+]1c(-c2ccc(Cl)cc2Cl)csc1Nc1c(C)n(C)n(-c2ccccc2)c1=O | 4% | -15% | 0.3% | -0.4% | 1.0 | 23 | -12% | u | -3% | -1.6%
COc1ccccc1OCc1csc(NC(=O)c2ccco2)n1 | 7% | 0% | -0.1% | -1.3% | 0.7 | 37 | 8% | 16% | -2% | 1.9%
Cc1ccc(S(=O)(=O)N2Cc3ccccc3CC2C(=O)NC(C)(C)C)cc1 (configuration not stated) | 4% | -5% | 0.7% | 1.5% | 2.4 | 57 | 6% | 16% | -5% | 0.2%
Cc1cccc(C(=O)NC(=S)Nc2ccc(S(=O)(=O)N(C)c3ccccc3)cc2)c1 | -2% | -6% | 0.0% | -2.3% | 0.8 | 48 | -14% | 1% | 12% | 0.4%
COc1ccc(N2C(=O)CSC2c2ccccc2[N+](=O)[O-])cc1 (configuration not stated) | 3% | 1% | 0.2% | -1.3% | 3.3 | 61 | -1% | -2% | 7% | 0.3%
c1cnc2nc(CSc3ncn[nH]3)cn2c1 | 1% | -6% | -1.1% | -0.8% | 0.2 | 45 | 24% | -4% | -20% | -0.8%
CCOc1ccc(NC(=O)C2C3CCC4C(CCC32)C4(Cl)Cl)cc1 (configuration not stated) | 2% | -4% | -0.1% | -0.5% | -1.0 | 83 | -6% | -18% | -11% | 0.1%
COc1ccc(/C(N)=N/OC(=O)COc2ccccc2Cl)cc1 | -6% | -6% | -0.5% | -0.2% | 0.6 | 54 | -4% | 2% | 4% | 2.5%
CCCCCC(=O)OC(CN1CCCCCC1)CN1CCCC1=O (configuration not stated) | 2% | -1% | -0.1% | -1.1% | -0.4 | 59 | -6% | 8% | -3% | 0.8%
O=C1CC(c2ccc(F)c(Br)c2)C2=C(CCCC2=O)N1 (configuration not stated) | 7% | -4% | -0.1% | 0.5% | 0.1 | 61 | 1% | -9% | 5% | 0.2%
O=C(CCCN1C(=O)c2ccccc2C1=O)N1CCC(c2ccccc2)C1 (configuration not stated) | 3% | 2% | -0.1% | 0.9% | 1.3 | 74 | 17% | 3% | 5% | 0.1% | NS5 inhibitors pilot replicate=-2.7
CC(C)(C)NC(=O)CSc1nc(-c2ccc(F)cc2)cs1 | -3% | -8% | -0.4% | -1.5% | -1.1 | 59 | -6% | 23% | -2% | 5.6%
CCC(C)NC(=O)Cn1c(=O)sc2ccccc21 (configuration not stated) | -6% | -2% | -0.2% | 0.0% | 1.0 | 37 | -4% | -14% | -18% | 0.2%
O=C(NCCCNC(=O)c1c(F)cccc1F)c1c(F)cccc1F | 0% | 0% | 0.4% | -1.2% | -0.1 | 95 | 11% | 5% | 10% | -0.1%
O=C(CCc1ccc(S(=O)(=O)N2CCOCC2)cc1)N/N=C/c1cccc(O)c1 | 19% | -1% | 0.8% | -0.4% | 2.5 | 52 | 3% | -24% | 11% | 2.0%[50 µM]
O=C(CN1CCSC1=NCc1ccccc1)c1ccc(Cl)c(Cl)c1 | 1% | 4% | -0.2% | 2.5% | -0.1 | 38 | 5% | 2% | 35% | 2.7%
CC(C)c1ccc(NC(=O)CCc2ccccc2)cc1 | -5% | 7% | -0.3% | -2.2% | 3.1 | 71 | 11% | -6% | -14% | 0.2%
O=C(CC1C(=O)NCCN1CC1CCCCC1)NCCc1ccc(F)cc1 (configuration not stated) | 2% | -8% | 0.2% | 0.8% | -0.9 | 76 | -1% | 6% | 1% | 0.2%
Cc1ccc(CN(Cc2ccco2)C(=S)Nc2ccccc2C)cc1 | -1% | -7% | 0.0% | -1.8% | 1.9 | 61 | -11% | 1% | 15% | 2.5%
O=c1cc(Cl)c(-c2ccccc2)n[nH]1 | 0% | -2% | -0.1% | 1.6% | -2.8 | 81 | -4% | 2% | 8% | -3.7%
CCOC(=O)c1ccc(NC(=O)CSc2nc(NC(=O)c3ccccc3)c3c(C)c(C)oc3n2)cc1 | 0% | 5% | -0.2% | 1.0% | 4.2 | 78 | u | 5% | 18% | 0.6%
CCOC(=O)N1CCN(C(=O)c2ccc3c(c2)NC(=O)C(N2CCOCC2)S3)CC1 (configuration not stated) | 1% | -2% | -0.3% | -1.6% | 1.9 | 39 | -15% | 7% | 6% | -0.2%
COC(=O)C1C(=O)C(C(=O)c2ccc([N+](=O)[O-])cc2)C(=O)CC1(C)C (configuration not stated) | -1% | 0% | 0.2% | -0.5% | 0.9 | 75 | 2% | 4% | 22% | 13%
CCOC(=O)NC(NC(=S)Nc1ccccc1OC)C(Cl)(Cl)Cl (configuration not stated) | -3% | -7% | 0.9% | -1.0% | 2.2 | 46 | 0% | 20% | 4% | -4.6%
CCN(CC)CCNC1=CC(=O)OC12CCCCC2 | -2% | -10% | 0.5% | 2.4% | -0.6 | 47 | 14% | -10% | 5% | 0.4%
CCOc1ccc(NC(=O)CN(C)C(=O)c2ccncc2)cc1OCC | 0% | 5% | 0.0% | -1.5% | -0.9 | 56 | 5% | 2% | 6% | 1.2%[50 µM]
O=C1NC(Cc2ccccc2)C(=O)N1CC(=O)N1CCCc2ccccc21 (configuration not stated) | -2% | -1% | 0.0% | -0.5% | -0.3 | 43 | -2% | 6% | -3% | 1.3%
Nc1nc(Br)c2c(F)cccc2c1-c1ccccc1 | 1% | -5% | -0.3% | 1.0% | 2.4 | 80 | 9% | -6% | 13% | 0.6%
Cc1ccc(N2CC(C(=O)Nc3nnc(SCC(=O)N4CCOCC4)s3)CC2=O)cc1 (configuration not stated) | 5% | -6% | -0.1% | -0.8% | 0.1 | 72 | -1% | -10% | 7% | -0.1%
O=C(Nc1ccccc1[N+](=O)[O-])c1cncc(Br)c1 | 16% | -5% | -0.3% | 0.0% | -0.9 | 89 | 4% | -11% | 9% | 0.1%
O=C(Cn1cnc2ccccc2c1=O)NCc1ccco1 | 0% | 1% | 0.2% | 0.2% | 0.0 | 43 | -6% | 0% | -2% | 1.6%
CCOC(=O)C(=O)N1CCC(C(=O)OC)CC1 | -8% | x | 0.2% | -1.0% | 0.0 | 98 | -3% | 5% | 8% | 0.1%
COc1ccc(S(=O)(=O)N2CCN(C)CC2)cc1C | 2% | 2% | -0.1% | -1.1% | -1.2 | 73 | -7% | 14% | 12% | 6.1%
CCc1ccc2oc(=O)cc(CN3CCOCC3)c2c1 | 2% | -2% | -0.1% | -2.1% | -0.4 | 40 | 0% | 0% | 9% | 0.0%
CCN(CC)CC(=O)Nc1cc(N(C)C)nc2ccccc12 | 10% | 2% | -0.1% | 1.5% | 1.0 | 50 | 7% | 3% | 8% | -0.3%
COc1ccccc1NS(=O)(=O)/C=C/c1ccccc1 | -9% | -2% | 0.2% | -1.4% | 0.1 | 56 | 4% | 3% | 0% | 0.5%[50 µM]
